MRP-1 activ: activates MRP-1; 140,000 tested, 0.61% active; AID 799; H69AR cells + doxorubicin, viability rescue, CellTiter-Glo; viability increase, % at 10 µM;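 active = viability gain under doxorubicin at or above a set limit, the compound median plus 3 SD, cut at about 4.7% in these data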;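 note: MRP-1 overexpressing cells given doxorubicin 25 µM after compound pretreatment; 18-22 h compound pretreatment then 72 h with doxorubicin before readout; 0% = doxorubicin-only wells and 100% = vehicle-treated cells without doxorubicin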
NPY-Y2 antag: NPY-Y2 (human) receptor antagonism. 140,000 tested, 0.99% active. P49146. NPY-Y2 expressing cells, antagonist mode. AID 793. inhibition, % at 2.7 µM; in the data active = inhibition above about 17%;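 note: 0% = vehicle with agonist challenge and 100% = reference antagonist with challenge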
Target sequence (P49146 whole entry, looked up): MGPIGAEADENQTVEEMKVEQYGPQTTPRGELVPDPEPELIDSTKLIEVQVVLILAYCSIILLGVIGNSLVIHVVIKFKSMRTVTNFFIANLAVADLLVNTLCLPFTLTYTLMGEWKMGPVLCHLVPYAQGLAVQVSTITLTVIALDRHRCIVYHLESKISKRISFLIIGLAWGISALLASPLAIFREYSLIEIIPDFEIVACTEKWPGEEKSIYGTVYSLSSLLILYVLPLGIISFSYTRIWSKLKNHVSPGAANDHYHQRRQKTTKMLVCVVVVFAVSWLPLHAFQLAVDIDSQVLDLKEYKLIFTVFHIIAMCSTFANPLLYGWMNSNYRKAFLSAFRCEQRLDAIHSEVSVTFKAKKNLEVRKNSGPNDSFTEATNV
HCT116 PTEN-null: growth suppressors of cells with PTEN tumor suppressor deletion; 140,000 tested, 1.2% active; HCT116 PTEN-null viability, CellTiter-Glo, 60 h; stronger effect = lower value; viability, % at 10 µM;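 active = viability at or below a set limit, 4 SD under the median of all tested compounds, cut at about 3.7% in these data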;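 note: PTEN knockout HCT116 line with beta catenin targeted HCT116 as companion control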
Phagocytosis inh: inhibitors of macrophage phagocytosis; J774A.1 macrophage IgG-bead phagocytosis, imaging; inhibition, % at 5 µM; 110,000 tested, 0.07% active; AID 1029;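 active = inhibition above the mean of the plate negative controls plus 5 SD, cut at about 13% in these data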;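 note: phagocytic index as fraction of beads internalized from green versus red external bead signal; plate controls were DMSO negative control for no effect and cytochalasin-D positive control for full effect; some results beyond the cut were filed as inactive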
bCat KO growth: beta-catenin-lacking colon tumor cell growth suppression. HCT116 beta-catenin knockout viability, CellTiter-Glo, 60 h; stronger effect = lower value. viability, % at 10 µM. 140,000 tested, 1.5% active. AID 818;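 active = viability at or under a set limit, the compound median less 4 SD, cut at about 6% in these data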;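 note: 0% = Hyamine 1622 control at 20 µM and 100% = untreated cell control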
Yeast life ext: extends the lifespan of yeast | S. cerevisiae growth with nicotinamide, OD615; deaD strain in restrictive glucose medium | inhibition of the nicotinamide effect, % at 10 µM | 130,000 tested, 0.68% active | AID 775;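 active = inhibition above a set limit, placed 3 SD over the median of all compounds, cut at about 26% in these data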;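 note: 0% = nicotinamide-treated wells and 100% = cells grown without nicotinamide; some compounds called inactive have numbers as strong as hits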
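Buffer or medium: CSMM-D glucose medium, restrictive; test system: modified budding yeast, DeaD strain; compound: single dose 10 µM compound, 0.25% DMSO; schedule: culture preincubation 4 h, compound exposure 48 h, both 30 °C; detection: optical density (absorbance) at 615 nm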
BB579 growth dn: reduces growth of yeast BB579 in restrictive medium; 140,000 tested, 0.51% active; AID 804; inhibition, % at 10 µM; S. cerevisiae BB579 growth, OD615, 48 h;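 active = inhibition above a set limit, 3 SD over the mean compound inhibition, cut at about 44% in these data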; note: inactives centre near -24
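test system = yeast BB579 (DeaD) | buffer or medium = restrictive CSMM-D medium | doses = single compound dose of 10 µM, 0.25% DMSO final | times = 4 h preincubation and 48 h exposure at 30 °C | technique = culture absorbance at 615 nm | benchmarks = amphotericin B 10 µg/mL, positive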
Measles CPE: protection of cells from measles virus | Measles virus-infected cells, CPE protection, absorbance | protection (pct of control), % at 4 µM | 140,000 tested, 1.5% active | AID 841; in the data active = protection mostly above about 24%, no sharp cut-off; inactive = mostly below about 26%; note: some compounds called inactive have numbers as strong as hits
GALR2 blocker: antagonists of human galanin receptor 2 (GALR2); AID 828; inhibition, % at 4 µM; 140,000 tested, 0.39% active; GALR2-expressing cells, antagonist mode; in the data active = inhibition above about 27%;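 note: cells stimulated with galanin 1-16 at roughly its EC80; 0% = agonist challenge control and 100% = basal control without agonist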
Target sequence (O43603 whole entry, looked up): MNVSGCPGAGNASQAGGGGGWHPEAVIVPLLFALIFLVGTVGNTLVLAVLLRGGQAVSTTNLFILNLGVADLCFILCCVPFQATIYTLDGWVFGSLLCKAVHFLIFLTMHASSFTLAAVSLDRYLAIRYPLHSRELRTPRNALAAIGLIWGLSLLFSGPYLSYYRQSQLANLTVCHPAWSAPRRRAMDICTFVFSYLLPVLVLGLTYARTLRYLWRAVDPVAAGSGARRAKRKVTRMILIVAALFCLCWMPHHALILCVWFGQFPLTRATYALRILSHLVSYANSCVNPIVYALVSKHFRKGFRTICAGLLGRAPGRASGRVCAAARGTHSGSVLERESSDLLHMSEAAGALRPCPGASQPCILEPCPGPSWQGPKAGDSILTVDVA
E-sel TNF inh: blocks E-selectin expression induced by TNF alpha | 120,000 tested, 0.71% active | HUVEC TNFa-induced E-selectin immunofluorescence, high content | inhibition, % at 2 µM;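 active = inhibition above the batch mean plus 3 SD, and confirmed as a hit on visual image review, cut at about 43% in these data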;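 note: 0% = TNF-stimulated DMSO wells and 100% = unstimulated control wells; not every result past the cut was called active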
* hit, by the source's call; x = not tested or not shown.

SMILES	MRP-1 activ	NPY-Y2 antag	HCT116 PTEN-null	Phagocytosis inh	bCat KO growth	Yeast life ext	BB579 growth dn	Measles CPE	GALR2 blocker	E-sel TNF inh
O=C(NC1CCCCC1)C1CCCN(S(=O)(=O)c2cccs2)C1 (centres undefined)	-0.1	0	86	0	98	-14	11	4	2	x
COc1ccc(/C=c2\sc3nc(-c4ccccc4)c(-c4ccccc4)n3c2=O)cc1OC	2.3	-1	96	-2	106	-7	-80	26	-14	x
COc1cccc(NC(=O)COC(=O)CNS(=O)(=O)c2c(F)cccc2F)c1	-1.5	4	102	0	95	3	-13	11	2	57
Cc1ccc(-n2nc3c(c2NC(=O)c2ccc4c(c2)OCO4)CSC3)cc1	-2.7	2	87	x	92	-6	-27	2	13	7
C=C(C)C1CC=C(C)/C(=N/NC(=O)c2ccc(NC(=O)CC)cc2)C1 (centres undefined)	-0.8	3	99	1	99	-13	-50	7	4	13
Cn1c(=O)c2c(nc(CN3CCN(c4ccccc4)CC3)n2Cc2ccccc2Cl)n(C)c1=O	-3.5	0	52	0	71	6	-45	6	4	29
Cc1[nH]c2ccccc2c1/C=C/c1nc2ccccc2c(=O)n1-c1cccc([N+](=O)[O-])c1	-5.5	-4	102	-9	100	17	-32	12	3	17
CCOC(=O)CSc1nnc(Cc2cc(=O)[nH]c(=O)[nH]2)n1-c1ccc(Cl)cc1	-0.5	4	102	0	97	-10	-5	20	8	x
CCOC(=O)C1CCCN(c2cc(C)nc3cc(-c4ccc(Cl)cc4)nn23)C1 (centres undefined)	-1.9	-3	77	x	78	x	-23	3	1	7
O=C(COc1ccccc1Cl)NC(=S)Nc1ccc(CN2CCOCC2)cc1	1.0	7	98	-6	100	-3	-23	21	7	-1
Cc1ccc(-n2nnc3c(SCC(=O)NCC4CCCO4)ncnc32)cc1 (centres undefined)	-1.4	1	62	x	62	-14	-37	15	-3	2
COC(=O)c1ccc(NC(=O)CSC2=NCCN2)cc1	2.8	-4	87	x	79	-1	-22	4	14	x
CN(C)C=Nc1ncc2c3ccccc3n(CCN(C)C)c2c1C#N	-4.0	2	20	0	24	-22	-12	13	-6	x
Cc1ccccc1OCCNC(=O)/C=C/c1ccc([N+](=O)[O-])cc1	-2.4	8	102	-5	98	-3	-23	16	9	x
Cc1cc(C(=O)CSc2nnc(-c3ccco3)o2)c(C)n1Cc1ccco1	-1.0	7	91	2	103	-9	1	6	-16	x
CC1=NN(c2ccc(F)cc2)C(=O)C1C(c1cccc(O)c1)c1c(C)[nH]n(-c2ccc(F)cc2)c1=O (centres undefined)	-2.4	1	78	x	71	22	-35	22	-1	0
COCCNC(=O)c1cnn2c(C(F)(F)F)cc(-c3ccc4c(c3)OCO4)nc12	-4.3	1	100	-1	99	-28	-52	6	2	0
COc1cc(OC)nc(NC(=O)CCl)n1	-1.8	4	106	2	94	-4	-17	15	5	-14
c1coc(-c2nc3nc4ccccc4nc3n2-c2ccc3c(c2)OCCO3)c1	-6.1	1	69	0	74	-23	-17	7	-9	-19
C1CCC2(CC1)OCC1(CO2)COC2(CCCCC2)OC1	0.4	1	97	0	106	-5	-6	6	2	-1
Cc1cnn(C(=S)NCc2ccco2)c1	-1.1	2	99	1	83	-8	-28	20	-1	-8
CCOC(=O)N1CCN(CC(O)COCc2ccc(OC)c(OC)c2)CC1 (centres undefined)	-0.8	1	92	-4	84	1	-1	4	-9	20
Cc1occc1C(=O)Nc1nccs1	-2.8	2	80	0	83	-30	-39	3	5	-3
COc1ccc(OC)c(NC(=O)Cn2c(CCC(=O)O)ccc2-c2ccccc2)c1	-3.4	3	79	1	87	4	-14	7	2	x

The last 3 entries of the part before lead into the next.
SMILES	MRP-1 activ	NPY-Y2 antag	HCT116 PTEN-null	Phagocytosis inh	bCat KO growth	Yeast life ext	BB579 growth dn	Measles CPE	GALR2 blocker	E-sel TNF inh
CCOC(=O)N1CCN(CC(O)COCc2ccc(OC)c(OC)c2)CC1 (centres undefined)	-0.8	1	92	-4	84	1	-1	4	-9	20
Cc1occc1C(=O)Nc1nccs1	-2.8	2	80	0	83	-30	-39	3	5	-3
COc1ccc(OC)c(NC(=O)Cn2c(CCC(=O)O)ccc2-c2ccccc2)c1	-3.4	3	79	1	87	4	-14	7	2	x
O=C(Nc1nnc(-c2ccncc2)s1)C1CCCO1 (centres undefined)	-2.6	2	98	0	91	-15	-16	8	-5	37
Cc1ccc(NC(=O)Nc2ccc3oc(C)nc3c2)cc1	0.0	0	85	x	88	-26	-38	3	13	12
N#Cc1nc(COc2ccc(Cl)cc2)oc1N1CCCCCC1	-0.8	17*	61	2	71	-4	-27	0	-1	2
Cn1c(=O)c2c(nc(N/N=C/c3cccs3)n2Cc2ccccc2)n(C)c1=O	-2.8	-2	23	-10	33	0	-42	3	-3	x
CCC(C)c1ccccc1NC(=S)Nc1cccnc1 (centres undefined)	-1.0	0	81	-2	85	-12	15	0	-3	-3
CSCCC(NC(=O)c1ccc([N+](=O)[O-])cc1Cl)C(=O)OCC(=O)NC1CCCC(C)C1C (centres undefined)	-1.7	7	96	-7	96	0	-34	3	-3	34
O=C(NCc1ccco1)c1ccccc1-c1nc(-c2ccccc2)no1	-3.5	2	82	0	75	-2	-16	19	-3	5
CCOc1ccc(OCC)c(NC(=O)CSc2nnc(Cn3cnc4ccccc43)n2C)c1	-3.9	0	95	x	83	-6	-11	7	6	7
CCOC(=O)COn1c(=O)c(=O)n(OC)c2ccccc21	-0.5	1	108	x	91	-9	-48	4	3	21
O=C(C1CCC(Cn2c(=S)[nH]c3ccccc3c2=O)CC1)N1CCOCC1 (centres undefined)	-1.2	0	83	-4	85	-14	-26	5	6	-24
O=C(CCN1C(=O)c2ccccc2C1=O)N1CCOCC1	-1.1	0	99	x	97	x	-23	10	7	-2
Cc1cc(C(=O)N2CCN(C(c3ccccc3)c3ccccc3)CC2)on1	-1.1	x	72	0	88	-13	-38	20	x	x
CN1CC2([N+](=O)[O-])CC=C(OCCO)C([N+](=O)[O-])(C1)C2 (centres undefined)	-1.2	2	95	2	89	3	-39	4	0	x
CS(=O)(=O)NCc1csc(-c2ccccc2)n1	-1.5	-2	91	-1	90	-9	-12	34	1	-15
COc1cc(C2C(C#N)=C(N)Oc3c2ccc2ccccc32)ccc1OCC(=O)Nc1ccccc1C (centres undefined)	-4.6	2	60	x	72	-19	-38	24	1	-41
O=C(Nc1ccc2snnc2c1)N1CCOCC1	-1.8	0	82	0	80	-9	-16	27	-5	-40
CC1(C)Cc2nc3sc4c(=O)n(CC(N)=O)cnc4c3cc2CO1	-2.0	0	87	1	91	-14	-36	4	23	-20
O=C(Nc1cccc(S(=O)(=O)N2CCCC2)c1)c1ccc2c(=O)n3c(nc2c1)CCCCC3	-2.1	-1	25	x	27	-3	-35	2	34*	x
CCC(Oc1ccccc1)C(=O)Nc1ccc(-c2nnc(-c3ccco3)o2)cc1 (centres undefined)	0.9	3	84	-1	103	-3	-26	3	1	24
Cc1cc(/C=C(\C#N)C(=O)Nc2ccccc2)c(C)n1-c1cccnc1	1.1	-1	87	-8	94	1	-19	15	6	15
O=C(c1ccco1)N(Cc1ccc([N+](=O)[O-])cc1)c1ccc(Cl)cc1	-3.1	4	79	x	94	-6	-3	19	-1	-43
Cc1cccc(OCC(=O)Nc2cccc(-c3nnc(-c4ccccc4)o3)c2)c1C	-0.7	3	27	-1	71	-7	-18	6	8	2
N#CCCn1nc(-c2ccc(Br)cc2)cc1Nc1ccccc1NC(=O)C(F)(F)F	-3.4	-3	55	-2	59	2	-38	2	21	37
CC(C)(C)NC(=S)NCc1ccco1	-0.3	-1	95	x	92	-5	4	0	-10	x
CCOc1cc(C=C(C(=O)OC)C(=O)OC)ccc1OCc1ccc([N+](=O)[O-])cc1	-2.8	11	42	0	10	-7	-36	8	7	-4
O=C(OCc1cc2ccccc2[nH]c1=O)C1CCCCC1	-0.2	1	102	-1	114	-8	-1	8	-9	-7
CN(c1ccccc1C(=O)Nc1cccc([N+](=O)[O-])c1)S(C)(=O)=O	-1.5	-1	103	-3	105	0	-33	3	3	-6
c1csc(CNc2ccc3c(c2)OCCO3)c1	-1.5	1	93	-10	92	-7	3	14	4	x
CCOP(C)(=O)C1(C(=O)OCc2ccccc2)CC1 (centres undefined)	0.2	1	101	1	99	-2	-67	6	7	x
CN(C)C(CNC(=O)CCCc1c[nH]c2ccccc12)c1ccco1 (centres undefined)	-1.0	3	106	0	107	-3	-52	x	0	-50
CCOC(=O)CSc1nnc(CNC(=O)c2cccs2)n1-c1cc(OC)ccc1OC	-0.1	-2	92	x	87	-11	-23	5	9	5
O=C(CCC1CCCC1)Nc1ccc(Br)cn1	1.3	-1	88	-1	94	-4	-44	30	0	-10
CCOc1ccc(C(=O)NCC(=O)OCc2c(F)cccc2Cl)cc1	1.3	5	101	1	91	0	-40	7	6	x
O=C(O)c1ccc(CSCc2ccco2)cc1	-1.0	4	90	x	76	-10	-25	2	-2	-5
CN1CCN(c2ccccc2NC(=O)c2ccc(-c3ccc(Cl)cc3Cl)o2)CC1	-2.9	17*	7	0	5.5*	-22	-10	6	-6	-2
Cc1ccc(CN2CCN(CC(=O)NCc3ccc(Cl)cc3)C2=O)cc1	2.1	2	106	0	96	-4	-64	7	-9	6

Looked up above.
Under HCT116 PTEN-null, `O=C(O)c1ccc(CSCc2ccco2)cc1` shows 90
Under MRP-1 activ, `O=C(CCC1CCCC1)Nc1ccc(Br)cn1` shows 1.3

Next results:
SMILES	MRP-1 activ	NPY-Y2 antag	HCT116 PTEN-null	Phagocytosis inh	bCat KO growth	Yeast life ext	BB579 growth dn	Measles CPE	GALR2 blocker	E-sel TNF inh
CC(C1CC1)N(C(=O)c1ccccc1O)c1ccccc1 (centres undefined)	-1.5	4	82	0	88	-11	-23	8	7	-25
Cc1ccsc1C=Nc1c(C)n(C)n(-c2ccccc2)c1=O	-2.1	5	100	5	94	-8	5	7	-11	-23
CC1CCCC(NC(=O)COC(=O)CCC2CCCC2)C1C (centres undefined)	0.0	4	102	2	102	4	-28	18	-11	8
Cn1cnnc1Sc1nc2c(c(=O)n(C)c(=O)n2C)n1Cc1ccccc1Cl	-0.8	2	91	x	90	0	-20	20	0	-17
CCOc1ccccc1NC(=S)N1CCC(NC(=O)NC23CC4CC(CC(C4)C2)C3)CC1	-1.0	-2	83	-1	81	-6	-13	x	-12	24
N#C/C(=C\c1cccnc1)C(=O)Nc1cccc2ccccc12	-3.7	2	78	2	72	20	-21	5	-14	x
O=S(=O)(NC1CCCCC1Nc1ccc(Cl)cc1)c1ccccc1 (centres undefined)	-3.1	3	64	x	74	-6	-25	4	2	25
O=C1Nc2ccccc2/C1=C/C(=O)c1cccs1	-5.8	2	1.6*	x	2.0*	25	-40	27	27*	-8
CCCCCn1c(SCC2CCCO2)nc2cc(C(=O)N3CCC(C(N)=O)CC3)ccc2c1=O (centres undefined)	-3.7	0	82	x	91	-4	-18	55*	-5	0

Screening results deposited in PubChem BioAssay by several laboratories.
